Bioassay records deposited in PubChem BioAssay by several laboratories.
GlmU inhibition = inhibition of mycobacterial GlmU enzyme – biochemical, glucosamine-1-phosphate acetyltransferase (AID 1376); M. tuberculosis GlmU acetyltransferase enzyme assay; higher % means a stronger effect; one-dose inhibition, %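 (tested at 30 µM in the primary screen)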; IC50 in µM for titrated hits; 0.25% of 220,000 active; in the data active = inhibition above about 13%; inconclusive = no clear call, values can overlap the other calls;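 note: 0% = complete reaction with vehicle and 100% = reaction without substrate; strong numbers were not always called active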
RmlCD inh 1536 = M. tuberculosis RmlC/RmlD inhibition; RmlC+RmlD coupled enzyme assay, percent inhibition; primary screen in compound mixtures; AID 1533; P9WH09+P9WH11; inhibition, % at 3.6 µM; 0.03% of 160,000 active; in the data active = inhibition mostly above about 34%, no sharp cut-off; inconclusive = no clear call, values can overlap the other calls; inactive = mostly below about 22%; note: some results filed as inactive read as strong as hits
Target sequence (P9WH09 whole entry, looked up): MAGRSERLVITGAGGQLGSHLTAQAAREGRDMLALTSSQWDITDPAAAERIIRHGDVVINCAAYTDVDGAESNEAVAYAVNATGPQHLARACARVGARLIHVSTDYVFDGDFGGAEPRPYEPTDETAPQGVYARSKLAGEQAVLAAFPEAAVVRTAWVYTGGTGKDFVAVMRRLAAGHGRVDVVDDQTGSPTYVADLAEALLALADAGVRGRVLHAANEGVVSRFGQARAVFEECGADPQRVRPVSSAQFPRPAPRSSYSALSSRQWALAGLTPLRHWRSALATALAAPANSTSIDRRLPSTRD
Target sequence (P9WH11 whole entry, looked up): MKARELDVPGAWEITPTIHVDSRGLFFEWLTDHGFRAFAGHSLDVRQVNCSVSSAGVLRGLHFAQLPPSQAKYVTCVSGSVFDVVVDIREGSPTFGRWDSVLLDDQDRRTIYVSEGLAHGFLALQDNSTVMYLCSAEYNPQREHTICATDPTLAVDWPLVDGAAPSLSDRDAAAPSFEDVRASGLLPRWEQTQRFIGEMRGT
* hit, by the source's call; ? = inconclusive; . = no result given; & = joins results of further samples.

Every second line gives: GlmU inhibition	RmlCD inh 1536
COC(=O)[C@@]1(Cc2ccc(OC)cc2)[C@H]2c3cc(C(=O)N4CCCC4)n(Cc4ccc(OC)c(OC)c4)c3C[C@H]2CN1C(=O)c1ccccc1
  4.5%	.
NC(=O)CC(NC(=O)Cc1cccc2ccccc12)c1ccc(N2CCN(c3ccc(F)cc3)CC2)c([N+](=O)[O-])c1 (stereo unspecified)
  3.3%	-4
Cc1cc(N2CCN(c3ccccc3)CC2)n2c(n1)nc1ccccc12
  1.8%	7
O=C(N/N=C/c1ccc(O)c2ncccc12)c1cccc(Br)c1
  -0.9%	-9
O=C(CSc1nnc(CNc2ccc(F)cc2)o1)OC1CCCCC1
  5.2%	22
Cc1ccccc1NC(=O)C(=O)NCCCN1CCOCC1
  -4.8%	-10
c1ccc(-c2noc(-c3ccc4ccccc4c3)n2)cc1
  1.7%	.
Cc1cc2ccccc2c(=O)n1CC(=O)NCC(=O)N1CCN(c2ccccc2F)CC1
  -1.9%	-3
CCC/C=N/NC(=O)c1cc(Br)ccc1O
  0.0%	.
Cc1cc(NC(=O)Cn2nc(C(F)(F)F)c3c2CCCC3)no1
  2.2%	2

Continued; the last 3 above are carried over.
Every second line gives: GlmU inhibition	RmlCD inh 1536
Cc1cc2ccccc2c(=O)n1CC(=O)NCC(=O)N1CCN(c2ccccc2F)CC1
  -1.9%	-3
CCC/C=N/NC(=O)c1cc(Br)ccc1O
  0.0%	.
Cc1cc(NC(=O)Cn2nc(C(F)(F)F)c3c2CCCC3)no1
  2.2%	2
O=C(CSc1ccc(-c2ccc(F)cc2)nn1)N1CCCCC1
  6.2%	11
Cc1cccc(-n2nnc(C(=O)NCc3ccc4c(c3)OCO4)c2N)c1
  3.5%	.
S=C(c1ccc(-c2cccc(Cl)c2)o1)N1CCCCC1
  7.3%	-4
Cc1c(C(=O)N2CCCC2)oc2c1-c1[nH]ncc1CC2
  -0.7%	.
COc1cc(C(=O)NS(=O)(=O)c2ccccc2C)ccc1Cc1cn(C)c2ccc(NC(=O)OC3CCCC3)cc12
  1.3%	-8
O=C(NCCc1ccccc1)C1CCN(S(=O)(=O)c2cccnc2)CC1
  7.0%	8
COCC1CCCN(Cc2cn(-c3ccccc3F)nc2-c2cc(C)sc2C)C1 (stereo unspecified)
  0.6%	15
Nc1ccncc1
  4.1%	.
CCc1cc2c(=O)n(Cc3ccco3)c(SCC(=O)NC3CCS(=O)(=O)C3)nc2s1 (stereo unspecified)
  -2.6%	-8
Cc1ccc(OCC(=O)Nc2cc(C(=O)O)cc(C(=O)O)c2)cc1C
  1.9%	8

Six successive records from above, for reference:
Every second line gives: GlmU inhibition	RmlCD inh 1536
COc1cc(C(=O)NS(=O)(=O)c2ccccc2C)ccc1Cc1cn(C)c2ccc(NC(=O)OC3CCCC3)cc12
  1.3%	-8
O=C(NCCc1ccccc1)C1CCN(S(=O)(=O)c2cccnc2)CC1
  7.0%	8
COCC1CCCN(Cc2cn(-c3ccccc3F)nc2-c2cc(C)sc2C)C1 (stereo unspecified)
  0.6%	15
Nc1ccncc1
  4.1%	.
CCc1cc2c(=O)n(Cc3ccco3)c(SCC(=O)NC3CCS(=O)(=O)C3)nc2s1 (stereo unspecified)
  -2.6%	-8
Cc1ccc(OCC(=O)Nc2cc(C(=O)O)cc(C(=O)O)c2)cc1C
  1.9%	8

Next section
Every second line gives: GlmU inhibition	RmlCD inh 1536
CCOC(=O)c1cc(-c2ccc(C#N)cc2)nc2c1c(C)nn2CCC#N
  1.7%	108
CCC(=O)N1CCc2cc(S(=O)(=O)NCCC(=O)Nc3ccccc3C)ccc21
  -7.1%	-7
CCCc1ncc(C(O)c2ccc(OC)cc2)n1C (stereo unspecified)
  -1.4%	1
N#Cc1ccc(CSc2nnc(NC(=O)c3ccc4ncsc4c3)s2)cc1
  -0.7%	.
COc1ccc(CNC(=O)c2cc(-c3cccs3)on2)cc1
  -1.5%	9
COC(=O)[C@@]1(Cc2ccc(OC)cc2)[C@H]2c3cc(C(=O)N4CCCC4)n(CCc4c[nH]c5ccc(O)cc45)c3C[C@H]2CN1C(=O)c1ccccc1
  0.2%	.
COc1cccc(CN(C)C(=S)Nc2cccc(C)c2)c1
  -3.9%	.
CCOC(=O)C1(CCOC)CCN(C(C)CCc2ccc(OC)cc2)CC1 (stereo unspecified)
  -1.9%	4
CC(=O)NC1=NN(C(C)=O)C(C)(c2ccco2)S1 (stereo unspecified)
  3.6%	8
CC(C)(C#CCN1CCCC1)OCCC#N
  7.3%	-10
O=C(Cc1cccs1)N(CC1CCCO1)C1(C(=O)NC2CCCCC2)CCCCC1 (stereo unspecified)
  -2.1%	4
CC(C)COc1ccc(CSCCNC(=S)Nc2ccccc2)cc1
  -5.4%	-3
O=[N+]([O-])c1c(NCc2ccccc2)cc(N2CCc3ccccc3C2)c2nonc12
  4.0%	1
O=C(c1cccs1)C1C(c2ccc(Br)cc2)NC(=S)NC1(O)C(F)(F)F (stereo unspecified)
  -2.0%	.
CC(=O)c1ccc(C(=O)N2CCC(CO)(Cc3cccc(C(F)(F)F)c3)CC2)cc1
  0.9%	2
Cc1cccc(/C=N/NC(=O)Cn2nc(C)cc2C)n1
  2.6%	-7
COC(=O)C(F)(F)Sc1c(C)[nH]c2ccccc12
  3.1%	-6
CCC(C)Sc1nc2ccccc2n1CC(=O)O (stereo unspecified)
  -0.2%	.
O=C(Cn1cnc2ccccc2c1=O)Nc1ccc2c(c1)OCCO2
  1.6%	.
O=c1sc2ccccc2n1CCOc1ccccc1
  -0.1%	4

Entries of single compounds, looked up by structure.
CC(C)COc1ccc(CSCCNC(=S)Nc2ccccc2)cc1 as listed: GlmU inhibition = -5.4%; RmlCD inh 1536 = -3
COC(=O)C(F)(F)Sc1c(C)[nH]c2ccccc12 as listed: GlmU inhibition = 3.1%; RmlCD inh 1536 = -6

Carrying on.
| molecule | GlmU inhibition | RmlCD inh 1536 |
| --- | --- | --- |
| CCOC(=O)Cc1cc(=O)n2[nH]c(C)c(-c3ccccc3)c2n1 | 0.0% | 5 |
| CC(=O)Nc1ccc(S(=O)(=O)N2CCCC2C(=O)O)cc1 (stereo unspecified) | 0.7% | 1 |
| CCS(=O)(=O)N1N=C(c2cccc(NS(C)(=O)=O)c2)CC1c1ccc(C)cc1 (stereo unspecified) | -2.2% | 27 |
| O=C1NC(=Nc2ccccc2)S/C1=C/c1cccnc1 | 2.3% | . |
| Cc1cc(NC(=O)c2cc(-c3ccccc3)on2)n(-c2ccccc2)n1 | 7.2% | . |
| COC(=O)c1ccc(S(=O)(=O)NCc2cccc(OC)c2)n1C | -8.4% | -1 |
| Cc1ccc(-c2nc(CSCC(=O)NCCN3CCN(Cc4ccccc4)CC3)c(C)o2)cc1 | 7.3%&-0.9% | -1 |
| O=C1/C(=C\c2ccc(O)cc2)SC(=S)N1c1cccnc1 | 4.7% | -4 |
| CCO[C@H]1OC(C(=O)N2CCN(Cc3ccccc3)CC2)=C[C@@H](c2ccccc2)[C@@H]1CCCO | 3.0% | . |
| O=C(NCc1ccc(Cl)cc1)c1cc(=O)nc2sc(-c3ccccc3)nn12 | -1.4% | 3 |
| COc1ccccc1OCCCc1c(C)n[nH]c1C | 1.9% | . |
| CCCC(C)NC(=O)c1ccc(-c2ccccc2)cc1 (stereo unspecified) | -1.7% | . |
| COc1ccccc1Nc1nc(N)nc(CN2CCN(Cc3ccc4c(c3)OCO4)CC2)n1 | 0.1% | 16 |
| CCn1nnc(NC(=O)COc2ccc(C3CCCCC3)cc2)n1 | -4.8% | 9 |
| CC1CCN(CC(=O)Nc2ccccc2C(=O)c2ccccc2)CC1 | 0.1% | . |
| CC(C(=O)OCC(=O)c1ccc([N+](=O)[O-])cc1)N1C(=O)C2C3CCC(C3)C2C1=O (stereo unspecified) | 1.2% | . |
| CCOC(=O)c1c(NC(=O)c2c(C(=O)O)cccc2[N+](=O)[O-])sc(C)c1C | -1.4% | 3 |
| CC(C(=O)NCCc1nc2ccccc2[nH]1)n1cc([N+](=O)[O-])cn1 (stereo unspecified) | 0.0% | 8 |
| Cc1nn(Cc2ccc(Cl)c(Cl)c2)c(C)c1NC(=O)c1cn(-c2ccccc2)nc1-c1ccccc1 | 0.6% | 2 |
| C[C@@H]1C=C(C(=O)NC2CC2)O[C@H](OCc2ccc(CO)cc2)C1 | 6.5% | . |
| COc1ccc(C(=O)NCC(c2cccnc2)N2CCN(c3ccc(F)cc3)CC2)cc1OC (stereo unspecified) | -6.0% | -5 |
| COc1ccc(/C=C/C(=O)Nc2ccc(-c3nnc4n3CCCCC4)cc2)c(OC)c1 | -3.2% | . |
| COC(=O)CCC(=O)OC1(C)C(=O)C=C2C=C(C3CC3)N(C3CCCCC3)C=C2C1=O (stereo unspecified) | 6.5% | 3 |
| CCOCCn1c(COc2ccc(C)cc2)nc2ccccc21 | -6.1% | 5 |
| S=c1[nH]nc(-c2ccccn2)n1/N=C/c1ccc(Cl)c(Cl)c1 | 3.0% | ? |
| O=C(O)C1C2CC2CN1C(=O)c1ccc(Cl)cc1 (stereo unspecified) | -0.3% | 0 |
| CC(C)CC(OC(=O)c1nsc(Cl)c1Cl)C(=O)NCc1cccs1 (stereo unspecified) | -2.1% | -10 |
| Cc1sc2nc(CC(=O)NN)[nH]c(=O)c2c1C | -5.2% | . |
| Cc1ccc(S(=O)(=O)N(CC(=O)N2CCC(C(N)=O)CC2)c2cccc(C(F)(F)F)c2)cc1 | 4.3% | 15 |
| Cn1c(SCC(=O)Nc2cc([N+](=O)[O-])ccc2F)nnc1C(F)(F)F | -1.1% | -6 |
| COCCCNC(=O)c1c(N)n(-c2ccc3c(c2)OCO3)c2nc3ccccc3nc12 | -2.5% | 6 |
| O=C(c1cn[nH]c1)c1cc(F)ccc1O | 1.8% | . |
| CCCCNC(=O)c1cnc2n(c1=O)CCS2 | 1.4% | 9 |
| COc1ccc(C(=O)C2CCCN(C3CSCCSC3)C2)cc1OC (stereo unspecified) | -2.8% | -3 |
| COc1ccc(OC)c(-n2c(Cn3c(-c4ccccn4)nc4ccccc43)n[nH]c2=S)c1 | 2.7% | -11 |
| O=C(Cc1ccc(Cl)cc1)Nc1ccc(NC(=O)c2cccs2)cc1 | -8.1% | 0 |
| COc1ccc(OC(C)C(=O)N2CCC(C)CC2)cc1 (stereo unspecified) | -0.6% | -6 |
| Cc1nc2ccccc2c(=O)n1/N=C/c1ccc(O)cc1O | 2.3% | 8 |
| CSc1ncccc1C(=O)OCc1ccccc1F | 0.6% | -8 |
| O=P(C1=C(N2CCOCC2)/C(=C\c2ccccc2)CC1)(N1CCOCC1)N1CCOCC1 | -0.4% | . |
| Cc1onc(-c2c(Cl)cccc2Cl)c1-c1nnc(-c2ccc(Cl)cc2)o1 | -0.1% | -4 |
| Cn1c(=O)c2c(nc(N3CCOCC3)n2C)n(C)c1=O | -1.8%&5.5% | 0 |
| COc1ccc(NC(=O)N2CCCCCC2)cc1 | -4.4% | -12 |
| C=CS(=O)(=O)c1sc(Cl)c(N2CCOCC2)c1[N+](=O)[O-] | 11% | 5 |
| Cc1noc(C)c1C(c1ccccc1)S(=O)(=O)c1ccccc1 (stereo unspecified) | -3.2% | 11 |
| Cc1sc2nc(C3CC3)nc(N3CCN(S(=O)(=O)c4ccc(F)cc4)CC3)c2c1C | 1.9% | . |
| Cc1cc(C)nc(SCNC(=O)c2ccccc2)n1 | 0.1% | . |
| Cc1cc(C(=O)O)c(CSc2ncn[nH]2)o1 | 2.1% | -5 |
| O=C(NCc1cccnc1)C1c2ccccc2C(=O)N1C1CCCCCCC1 (stereo unspecified) | -3.4% | -8 |
| O=CN1Cc2[nH]c3ccccc3c2N(c2ccc(Cl)cc2)C1=O | 3.7% | . |
| N#CCCCSc1nnc(Cc2ccc3c(c2)OCO3)o1 | 2.8% | . |
| COc1ccc(NC(=S)Nc2cnc3ccccc3c2)c(OC)c1 | -4.2% | -7 |
| Cc1ccc2[nH]c(C)c(CCNC(=O)NC3CCCCC3)c2c1 | 2.1% | -11 |
| Cc1nn(Cc2ccc(Cl)cc2)c(C)c1NC(=O)C1CC=CCC1C(=O)O (stereo unspecified) | -0.6% | -3 |
| O=C(NC1(C(F)(F)F)C(=O)Nc2c1c(=O)[nH]c(=O)n2Cc1ccccc1)c1ccc(Cl)cc1Cl (stereo unspecified) | 3.8% | -2 |
| N#CC1=C(N)C(C#N)(C#N)C2(C(=O)Nc3ccccc32)C2CCCC=C12 (stereo unspecified) | 1.2% | 98 |

Following part
| molecule | GlmU inhibition | RmlCD inh 1536 |
| --- | --- | --- |
| O=C1C=C2C=C[C@H]3C[C@]2(O1)[C@@H]1CCCCN13 | 3.5% | . |
| CCOC(=O)c1sc(/N=C/N(C)C)nc1C | 4.8% | -13 |
| CCc1nccn1S(=O)(=O)c1cc(Br)ccc1OC | 2.1% | . |
| COc1ccc(-n2nc(C(=O)Nc3nc4ccc(OC)cc4s3)c3ccccc3c2=O)cc1 | -0.1% | 16 |
| O=C(COC(=O)c1cccc(S(=O)(=O)N2CCc3ccccc32)c1)NC1CCS(=O)(=O)C1 (stereo unspecified) | 2.5% | -14 |
| O=C(NCc1cccnc1)C(=O)Nc1nccs1 | -4.9% | 3 |
| CCOc1cc(C2C(C(=O)OC)=CN(C3CCCC3)C=C2C(=O)OC)cc(Br)c1O | 2.6% | 2 |
| Cc1cc(Cl)c2ccccc2n1 | 1.1% | 3 |
| CCCN(CCC)CC(O)COc1ccccc1C(=O)Nc1ccccc1 (stereo unspecified) | -1.2% | -9 |
| CCNCc1cc(Cl)cc(OC)c1OC(C)C | -7.7% | . |
| CCc1nnc(NC(=O)C2CC(=O)N(c3ccc(C)cc3)C2)s1 (stereo unspecified) | -2.2% | . |
| c1ccc2c(c1)CCN(c1ncnc3nc[nH]c13)C2 | 6.2% | -8 |
| O=C(N1CCCCCC1)N1CCN(C(=O)N2CCCCC2)CC1 | -0.8% | 3 |

These rows are one share of the data (hit frequency here may not be typical).
